# Compound activity as filed in PubChem.
# ARNT TACC3 PPI = disruptors of ARNT/TACC3 protein interaction, primary screen, biochemical, AlphaScreen, single concentration. Transforming acidic coiled-coil-containing protein 3 (Homo sapiens), Q9Y6A5. AlphaScreen His-ARNT PAS-B/GST-TACC3 binding, luminescence; TACC3 fragment carries E629A point mutation. inhibition, % at 9.99 µM. actives 0.66% (n = 390,000). AID 623870, 2012;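 active = mean inhibition of replicates at least 50% and at least half of replicates each reaching 50%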;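 note: 0% = complete ARNT plus TACC3 wells and 100% = ARNT alone without TACC3; many hits fall short of the cut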
# INS-1E GSIS act = GLuc luminescence reporter in INS-1E cells, primary screen for activators of glucose-dependent secretion of insulin | INS-1E GLuc reporter insulin secretion, 2-3 h | activation, % at 16.6 µM | actives 0.61% (n = 370,000) | AID 743287, 2014;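 active = lowest replicate activation of at least 40%, so every replicate reaches that level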;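 note: 0% = median of neutral control wells and 100% = median of IBMX positive control wells; some compounds called inactive have numbers as strong as hits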
# Statin myotox sup = suppressors of statin myotoxicity in C2C12 myotubes, primary screen, cell-based, single point, plate reader | C2C12 myotubes + simvastatin, ATP luminescence, 48 h; scaled: DMSO 0, geranylgeraniol control 100 | rescue of ATP level, % at 7.49 µM | actives 0.78% (n = 330,000);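 active = mean ATP rescue above about 67%, or every replicate alone reaching that limit, limit read from the data, passing the limit was not always enough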;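 note: myotubes were challenged with 10 µM simvastatin during compound exposure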
# PAX8 inh HTS = inhibitors of PAX8-driven TPO luciferase reporter, primary screen, RMG-I cells, single concentration; SteadyGlo, 24 h; inhibition, % at 12.6 µM; actives 1.2% (n = 360,000); AID 652154, 2013;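 active = mean replicate inhibition at least 60% with every replicate also reaching 60%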;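 note: luciferase light reporting Pax8 driven TPO promoter activity; plate controls were median of neutral control wells for no effect and mitoxantrone controls for full effect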
# PGC1a acetyl inh = inhibitors of PGC1a acetylation signal, primary screen, cell-based, U2OS, AlphaScreen, inhibitor mode; AID 651687, 2012; actives 0.17% (n = 350,000); inhibition, % at 15.6 µM; AlphaScreen anti-acetyl-lysine; with virally co-expressed GCN5 acetyltransferase;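 active = every replicate shows inhibition of at least 40%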;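 note: 0% = neutral control wells and 100% = positive control wells; some results beyond the cut were filed as inactive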
# PglD DTNB = C. jejuni PglD acetyltransferase inhibitors, primary screen, biochemical, DTNB colorimetric, single point. purified PglD enzyme, DTNB colorimetric CoA detection. inhibition, % at 12.5 µM. actives 0.098% (n = 360,000). AID 602405, 2012; in the data active = inhibition above about 16%, passing the limit was not always enough; note: strong numbers were not always called active
# Cneo AK release = Cryptococcus neoformans cell lysis inducers, primary screen, AK release luminescence, single concentration; C. neoformans lysis, adenylate kinase release luminescence, 4 h; normalised: neutral wells 0, clomiphene wells 100; lysis activity, % at 15 µM; actives 0.2% (n = 360,000);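 active = mean lysis activity across replicates of at least 80%, whatever share of replicates individually reach that level; inactive = mean lysis activity below 80%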
#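 Assay system: log-phase C. neoformans yeast / Quantity: yeast cell density of 5 × 10^6 cells/mL / Medium: fresh YPD growth medium / Compound: single dose / Timing: static 4 h at 37 °C with compound, 1 h detection / Measured by: adenylate kinase release luminescence / Read-out: lysis from increased AK signal / Benchmarks: Clomiphene as positive lysis control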
# LGR2 antag = inhibitors of bursicon-induced LGR2 CRE-luciferase signal, primary screen, cell-based, HEK293, CRE-luciferase reporter, bursicon stimulation | Drosophila bursicon receptor LGR2 (rickets) | bursicon-stimulated, 4 h | inhibition, % at 9.99 µM | actives 0.35% (n = 380,000) | AID 720647, 2013;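 active = drop in luminescence signal, shown as inhibition above about 50% in the replicate tests, limit read from the data, passing the limit was not always enough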;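 note: agonist challenge used bursicon conditioned medium at about half maximal strength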
# Active calls of the source: *; x = not tested or not shown. Hits appear at their usual frequency (roughly 2.9% active in at least one column).
SMILES,ARNT TACC3 PPI,INS-1E GSIS act,Statin myotox sup,PAX8 inh HTS,PGC1a acetyl inh,PglD DTNB,Cneo AK release,LGR2 antag
O=[N+]([O-])/C(C(=C(Cl)Cl)N1CCN(Cc2ccccc2)CC1)=C1\NCCN1Cc1ccc(Cl)nc1,3,-2,-6,-1,2,x,x,17
CCOc1ccc(-c2csc(NC(=O)C3CCCO3)n2)cc1 (stereo unspecified),-2,16,22,x,-8,3,-5,-21
CO[C@H]1CN(C)C(=O)c2cc(NC(C)=O)ccc2OC[C@@H](C)N(C(=O)Cc2ccccn2)C[C@@H]1C,-2,5,-7,-12,-5,2,-2,-5
COc1ccc(/C(C)=N/NC(=O)CNC(=O)c2ccco2)c(OC)c1,-4,10,5,-5,-9,-5,5,10
COc1cc(C(=O)NCC(c2ccco2)N2CCCC2)ccc1OCc1c(C)noc1C (stereo unspecified),21,x,9,x,7,-9,-2,x
Clc1ccc(CN2C3=NCCCN3c3ccccc32)cc1,-9,x,x,x,-7,-6,1,x
O=C1CN(C(=O)COc2c(Cl)cccc2Cl)c2ccccc2N1,-4,6,9,-10,3,-2,-3,-10
Cc1ccn2cc(-c3cccc(NC(=O)c4cccs4)c3)nc2c1,1,-8,x,-89,x,x,x,-66
CC(=O)Nc1cccc(Nc2nc(-c3ccccc3)nc3ccccc23)c1,-1,-7,x,4,x,x,x,-8
O=C(Nc1ccccc1Oc1ccsc1C(=O)O)c1ccccc1,9,1,x,5,x,x,x,13
NS(=O)(=O)c1ccc(CCNC(=O)c2ccccc2Cc2ccccc2)cc1,x,7,-5,-2,x,1,0,3
CN(c1ccc(OCC(=O)OCC(=O)Nc2ccccc2F)cc1)S(=O)(=O)c1cccs1,x,1,x,-17,x,-5,2,-11
CN(CC(=O)Nc1ccc(F)cc1)C(=O)CCc1nc2sc3c(c2c(=O)[nH]1)CCCC3,-11,7,9,6,x,0,-1,-8
CCOc1ccc(S(=O)(=O)N/N=C\c2ccc3c(c2)OCO3)cc1,5,-14,x,9,15,5,3,-7
COc1ccc(CN2C(=O)CN=C2Nc2cc(C)ccc2C)cc1,0,x,3,x,x,-9,14,x
COc1cccc(-c2ccc([C@H]3[C@@H](CO)N4CCCCN(C(=O)c5ccc6c(c5)OCO6)C[C@H]34)cc2)c1,3,-20,x,51,-6,-1,1,18
O=C(Nc1cccc(F)c1)N1C[C@@H]2[C@H](c3ccccc31)[C@H](CO)N2C(=O)c1cccnc1,-15,-12,-12,-2,-1,-1,-7,12
O=C(c1cc2cccc([N+](=O)[O-])c2oc1=O)N1CCOCC1,-4,-2,x,6,27,-3,2,x
CC(CCc1ccccc1)NC(=O)C1CCN(S(=O)(=O)c2ccc(F)cc2)CC1 (stereo unspecified),-1,-27,28,4,-4,-2,0,-13
CCOC(=O)N1CCN(c2ncnc3c2cnn3-c2ccc(OC)cc2)CC1,-2,x,5,x,-5,1,0,x
Cc1noc(C)c1NC(=O)Nc1cccc2c1O[C@@H](CN(C)S(=O)(=O)c1ccc(F)cc1)[C@H](C)CN([C@H](C)CO)C2=O,2,2,-3,x,9,-1,-3,-13
Cc1nnc2n(-c3ccccc3)c(=O)c3c4c(sc3n12)CC(C)CC4 (stereo unspecified),-5,x,-27,x,-4,2,-2,x
Cc1cccc2c(=O)n(C(=O)c3ccccc3)c(N)nc12,x,2,x,10,x,1,-1,-20
Cc1ccc(S(=O)(=O)N2C[C@H](O)COC[C@@H]3O[C@H](CC(=O)NCc4ccc(Cl)c(Cl)c4)CC[C@H]32)cc1,6,-18,-1,58,-2,1,0,2

# 2 compounds from above, reduced to PglD DTNB and Cneo AK release.
SMILES | PglD DTNB | Cneo AK release
CCOc1ccc(S(=O)(=O)N/N=C\c2ccc3c(c2)OCO3)cc1 | 5 | 3
COc1ccc(CN2C(=O)CN=C2Nc2cc(C)ccc2C)cc1 | -9 | 14

# Next structures.
SMILES,ARNT TACC3 PPI,INS-1E GSIS act,Statin myotox sup,PAX8 inh HTS,PGC1a acetyl inh,PglD DTNB,Cneo AK release,LGR2 antag
C=CCn1c(O)c(C(CC)=Nc2ccccc2NC(=O)CC)c(=O)[nH]c1=O,-13,x,2,-1,x,4,0,x
CCOc1ccc(-n2c(CCc3ccccc3)n[nH]c2=S)cc1,-4,-10,x,-15,0,x,x,-3
O=C(NNC(=O)C12CC3CC(CC(C3)C1)C2)c1ccccc1F,2,0,-1,81*,3,7,-1,8
CCOC(=O)C1=C[C@@H](C)N(S(=O)(=O)c2ccc(C)cc2)[C@H]1c1ccccc1,x,x,7,8,-20,0,8,x
O=C(Cc1ccc(F)cc1)Nc1c2c(nn1-c1cccc(Cl)c1)CS(=O)C2 (stereo unspecified),-2,x,x,x,7,3,1,x
CC(C)n1cnnc1SCC(=O)Nc1cccc(S(=O)(=O)N(C)c2ccccc2)c1,7,-15,-2,2,-6,6,3,-2
Fc1ccccc1N1CCN(Cc2nc(-c3ccc(Cl)cc3Cl)no2)CC1,3,x,x,11,-4,3,0,x
O=C(O)CC/C(=N/NC(=O)CNC(=O)c1ccc2c(c1)OCCO2)c1ccccc1,21,-3,-95,4,7,4,3,-1
C[C@@H]1CCCCO[C@H](CN(C)S(=O)(=O)c2ccccc2)[C@H](C)CN([C@@H](C)CO)C(=O)c2cc(NC(=O)C3CCCCC3)ccc2O1,-4,-29,x,23,-6,3,-1,7
Cc1ccc(NC(=O)CN(C)C(=O)CSc2nc3ccccc3c(=O)n2Cc2ccco2)cc1,-16,-31,x,x,-12,x,x,1
CCOc1ccc(N2C(=O)C3C4C=CC([C@H]5CC45)[C@@H]3C2=O)cc1 (stereo partly specified),-28,-14,-3,-5,2,-3,-4,-21
CC(C)CC#Cc1cnc2c(c1)C(=O)N([C@H](C)CO)C[C@H](C)[C@H](CN(C)Cc1ccc(F)cc1)O2,2,-42,x,x,2,-4,-5,9
CC(=O)NNc1[nH]c2c(c(=O)c1[N+](=O)[O-])c(=O)n(C)c(=O)n2C,4,6,-2,12,0,-3,-1,7
O=C(NN1C(=O)C2C(C1=O)C1C=CC2C12CC2)c1ccncc1 (stereo unspecified),-2,x,-12,-5,2,-6,-1,x
O=C(CCCN1C(=O)/C(=C\c2cccs2)SC1=S)NNC(=O)c1ccncc1,-4,-4,x,23,1,x,x,-9
Cc1oc2c(CN(C)C)c(O)ccc2c(=O)c1-c1cscn1,1,x,-3,x,x,-3,0,x
Cc1ccc(S(=O)(=O)NNC2=NCCCCC2)cc1,x,-8,92*,-6,-2,5,0,-4
CO[C@@H]1CN(C)C(=O)c2cc(NC(=O)C3CCOCC3)ccc2OC[C@@H](C)N(Cc2nccs2)C[C@@H]1C,-5,-5,14,6,-1,2,0,13
COc1ccc(C(=O)c2sc3nc(-c4ccc(OC)cc4)ccc3c2N)cc1,-23,1,x,-34,x,x,x,-42
CCOC(=O)CC(=O)Nc1ccc(Br)cc1C(=O)O,-4,x,x,x,-2,2,1,x
Nc1nc2ncc(C(=O)c3cc(F)ccc3O)cc2s1,-9,13,2,8,1,4,-1,-3
COc1ccccc1CC(=O)Nc1ccc2c(c1)OC1(CCCC1)O2,-12,x,10,-88,-31,-3,-5,x
CNC(=S)NNC(=O)c1oc2nc(-c3ccccc3)cc(C)c2c1N,1,29,x,5,x,x,x,-2
CC(C)CC#Cc1ccc2c(c1)O[C@H](CN(C)C(=O)NC1CCCC1)[C@H](C)CN([C@H](C)CO)S2(=O)=O,-6,-2,x,x,1,0,-4,9
Cc1cc(NC(=O)Nc2ccccc2[N+](=O)[O-])no1,6,2,x,16,1,x,x,-45
CCN(CC)c1ccc(NC(=O)/C=C\c2ccccc2Cl)cc1,0,x,-72,x,7,-5,-3,x
O=C(c1cccc(F)c1)N1CC[C@@H]2[C@H]1c1cc(C#Cc3ccc(F)cc3)ccc1N[C@@H]2CO,0,8,23,-9,-9,2,4,10
Cc1ccc(N/C(N)=N/c2nc(CSc3nnc(N)s3)cc(=O)[nH]2)cc1,1,11,-15,-14,1,-2,1,2
O=C(Nc1ccc(F)cc1)N1CC(=O)N2[C@H](CO)[C@@H](c3ccc(Br)cc3)[C@@H]2C1,x,-17,x,-16,-6,x,x,17
O=C(Cc1ccccc1)N1CC(=O)N2[C@@H](CO)[C@H](c3ccc(-c4cccc(F)c4)cc3)[C@@H]2C1,x,-15,x,1,9,x,x,-13
CCCCNCCOCCSc1ccc(Cl)cc1,-2,x,-8,x,-7,2,12,x
CCN(CC)c1nc2ccccc2[nH]c1=O,14,6,-3,7,7,-1,-3,-16
COc1cc(-c2ccc(Nc3ccccc3C(=O)O)c(OC)c2)ccc1Nc1ccccc1C(=O)O,25,-2,13,11,7,-13,-2,15
Nc1nn(-c2ccccc2)nc1C(=O)OCc1ccccc1,0,0,2,25,72*,-1,-2,-17
O=C(NCC1CCCO1)c1cccc(S(=O)(=O)N(Cc2ccccc2)c2ccccc2)c1 (stereo unspecified),x,-57,11,0,8,0,-3,-1
COc1ccc(NC(=O)c2c(C(F)(F)F)nn(C)c2SCc2ccccc2Cl)cc1,-1,x,-8,24,10,0,-1,x
O=C(CCNC(=O)c1ccccc1Cl)NCC(c1ccco1)N1CCCC1 (stereo unspecified),4,8,4,-6,x,-1,-1,9
C[C@@H](NC(=O)C[C@H]1C=C[C@H](NS(=O)(=O)c2cccc(F)c2)[C@H](CO)O1)c1ccccc1,-16,5,-4,8,-2,1,-5,-19
COc1ccc2c(=O)c3c(=O)n(Cc4ccco4)c(-c4ccco4)nc3oc2c1,6,-4,40,x,-30,-2,11,-5
CCOC(=O)Cn1nc(C)c(NC(=O)c2ccc(Cl)c([N+](=O)[O-])c2)c1C,5,-9,x,0,-10,x,x,3
COc1ccc(C(CNC(=O)C2COc3ccccc3O2)N2CCCC2)cc1 (stereo unspecified),-6,x,0,-2,-1,-3,1,8
COC(=O)CC1Nc2ccccc2SC1=O (stereo unspecified),14,5,5,-6,-4,-2,-5,x
COc1cc(CN2C[C@@H](CO)O[C@@H](n3cnc4c(NC5CC5)ncnc43)C2)cc(OC)c1OC,x,10,-4,1,-6,0,2,3
C[C@H]1CN([C@@H](C)CO)C(=O)Cc2cc(NC(=O)Nc3ccc(C(F)(F)F)cc3)ccc2O[C@H]1CN(C)Cc1ccc(C(F)(F)F)cc1,12,-2,-8,5,-2,0,50,7
COc1ccc(S(=O)(=O)Nc2ccc3c(c2)CC(=O)N([C@H](C)CO)C[C@@H](C)[C@@H](CN(C)Cc2ccncc2)O3)cc1,-11,3,-14,6,-8,-1,3,-9
O=C(CN(C(=O)CNC(=O)c1ccco1)c1ccc(F)c(Cl)c1)NC1CCCCC1,4,-18,1,7,x,2,-1,-3
Cc1ccc(CN/C=C/C(=O)c2ccc(Br)cc2)cc1,-4,x,7,x,13,5,-1,x
COc1ccc(C(=O)Nc2ccc(N3CCN(c4ccc(OC)cc4)CC3)c(C#N)c2)cc1,-2,x,x,x,3,2,2,x
COc1cccc(C=NNc2ccc([N+](=O)[O-])cn2)c1OC,8,x,5,-130,7,0,1,-49
C=CCNC(=O)c1ccccc1NC(=O)C1CC(=O)N(C(C)C)C1 (stereo unspecified),-2,34,-5,10,12,0,3,0
